CDK5 inh: CDK5/p35 (human) kinase inhibition; Recombinant CDK5/p35, ADP-Glo luminescence, 60 min; Q00535+Q15078; inhibition, % at 10 µM; AID 488839; 0.01% of 330,000 active;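 active = highest replicate inhibition of at least 50% and at least 75% of replicates reaching 50%; inconclusive = only one of the two criteria met; inactive = both criteria failed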;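 note: plate controls were DMSO neutral control for no effect and GW8510 at 10 µM for full effect; many of its hits are not listed in these tables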
SUMO Mot1 rescue: blocks SUMOylation pathway, rescuing yeast Mot1-301 growth | S. cerevisiae Mot1-301 growth rescue, ATP luminescence, 38.5C; percent above DMSO median, 100 means doubled | growth rescue, % at 18.8 µM | 1% of 320,000 active;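 active = every valid replicate shows activation above 250% relative to neutral control wells; inactive = the rest, any valid replicate at or below 250%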;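 note: OY570 slx delta 5 strain wells were the positive control but not used for scaling; some compounds called inactive have numbers as strong as hits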
PKA-R1A act: activates the PKA-R1A holoenzyme complex; 0.083% of 340,000 active; P00514+P68181; activation, % at 11.4 µM; PKA-R1A dissociation, Cy5-IP20 fluorescence polarization; scaled: DMSO 0%, 113 µM cGMP 100%;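 active = percent activation above the mean of all tested compounds plus 3 SD, cut at about 19% in these data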;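 note: higher means more PKAc released from R1A so a rise in polarization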
dFosB activator: activators of mouse delta FosB homodimer. purified delta FosB, TAMRA-CDK5 oligo fluorescence polarization; percent of positive-control signal above neutral wells. activation, % at 25 µM. 0.99% of 340,000 active. AID 493131;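 active = mean activation above about 17%, with every replicate also reaching it, limit read from the data, passing the limit was not always enough; inconclusive = only one of the two conditions met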;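 note: fluorescence polarization rise as delta FosB binds a TAMRA Cdk5 AP-1 oligo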
SR-BI HDL uptake: blocks mouse SR-BI lipid uptake from DiI-HDL; AID 488896; 0.96% of 320,000 active; ldlA[mSR-BI] CHO cells, DiI-HDL uptake fluorescence, 3 h; Q61009; inhibition, % at 12.5 µM;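 active = mean replicate inhibition of at least 70% and a set share of replicates each scoring 70 or more; inconclusive = meets just one of the two criteria; inactive = fails both criteria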;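 note: 0% = median of neutral control wells and 100% = median of positive control wells; values of inactives mirror those of a sister screen read the other way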
NSD2 HMT inh: inhibitors of human histone methyltransferase NSD2; NSD2 peptide methylation, AlphaScreen, 120 min; AID 743445; O96028; 0.54% of 310,000 active; inhibition, % at 12.5 µM; in the data active = inhibition above about 50%
SR-BI uptake up: SR-BI HDL lipid transfer activation | CHO ldlA[mSR-BI] cells, DiI-HDL uptake fluorescence, 3 h; 100 = double the neutral-control signal | activation, % at 12.5 µM | 0.096% of 320,000 active | AID 504775;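 active = mean replicate activation of at least 60% and every replicate at or above 60%; inconclusive = mean or all-replicate condition met, but not both; inactive = mean below 60% and not all replicates reaching 60%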;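 note: 0% = median plate neutral-control signal and 100% = twice that signal; values of inactives mirror those of a sister screen read the other way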
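material = CHO ldlA[mSR-BI] cells | medium = Ham's F12 with 0.5% BSA, HEPES 25 mM, pH 7.4 | reagent = fluorescent DiI-HDL, 10 µg/mL final | compound dosing = single-point compound dose | incubation = 3 h, 37 °C | measured by = bottom-read fluorescence, 550/595 nm | measure = HDL uptake via cellular fluorescence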
MITF TRPM1 HTS: increases MITF-driven TRPM1 promoter luciferase signal | SK-MEL-5 TRPM1-promoter luciferase, 24 h; % of positive control, neutral wells = 0 | activation, % at 12.5 µM | 0.75% of 300,000 active;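 active = mean activation of at least 80% with every replicate also reaching 80%; inconclusive = mean reaches 80% but some replicate falls short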;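 note: 0% = neutral control wells and 100% = parthenolide positive control wells; values of inactives mirror those of a sister screen read the other way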
Arr AP2 block: human beta-arrestin and AP2 interaction inhibition. FITC-arrestin peptide / GST-AP2 beads, flow cytometry; AP2 beta2 appendage carries R879A mutation. 0.31% of 340,000 active. inhibition, % at 10 µM. AID 504490;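 active = inhibition above a set limit, near 3 SD of compounds lacking own fluorescence, cut at about 54% in these data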;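 note: plate controls were DMSO wells for no effect and 5 µM unlabelled arrestin peptide for full effect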
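System: GST-tagged AP2 beta2-adaptin appendage (R879A) on 4 µm glutathione beads / Reagent: FITC-arrestin peptide, 50 nM / Detection: HyperCyt-sampled flow cytometry, FL1 channel, ex 488/em 535 nm / Timing: 12 min plus 1 h, RT / Buffer or medium: PBS plus Tween 20 (0.05%) and BSA (0.1%)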
PKA-R2B activ: PKA-R2B complex activation; PKA-R2B holoenzyme dissociation, Cy5-IP20 fluorescence polarization; R2B truncated from residue 108, S112A mutant; 0% DMSO only, 100% 113 µM cGMP; activation, % at 11.4 µM; 0.079% of 340,000 active;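 active = activation above a cutoff set at the mean over all compounds plus 3 SD, cut at about 18% in these data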;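 note: higher means more holoenzyme dissociation and a rise in polarization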
Pemphigus Ab inh: human desmoglein-3 autoantibody binding inhibition | 0.48% of 310,000 active | AID 588358 | DSG3-coupled beads, scFv-anti-DSG3-GFP binding, flow cytometry; active compounds read low | P32926 | binding (percent of control), % at 10 µM;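 active = binding more than 3 SD below its plate's average and above zero; inconclusive = below that plate limit but binding exactly zero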;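 note: hits lower antibody fragment binding to DSG3; some compounds called inactive have numbers as strong as hits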
Target sequence (P32926 whole entry, looked up, the tested form may be a part): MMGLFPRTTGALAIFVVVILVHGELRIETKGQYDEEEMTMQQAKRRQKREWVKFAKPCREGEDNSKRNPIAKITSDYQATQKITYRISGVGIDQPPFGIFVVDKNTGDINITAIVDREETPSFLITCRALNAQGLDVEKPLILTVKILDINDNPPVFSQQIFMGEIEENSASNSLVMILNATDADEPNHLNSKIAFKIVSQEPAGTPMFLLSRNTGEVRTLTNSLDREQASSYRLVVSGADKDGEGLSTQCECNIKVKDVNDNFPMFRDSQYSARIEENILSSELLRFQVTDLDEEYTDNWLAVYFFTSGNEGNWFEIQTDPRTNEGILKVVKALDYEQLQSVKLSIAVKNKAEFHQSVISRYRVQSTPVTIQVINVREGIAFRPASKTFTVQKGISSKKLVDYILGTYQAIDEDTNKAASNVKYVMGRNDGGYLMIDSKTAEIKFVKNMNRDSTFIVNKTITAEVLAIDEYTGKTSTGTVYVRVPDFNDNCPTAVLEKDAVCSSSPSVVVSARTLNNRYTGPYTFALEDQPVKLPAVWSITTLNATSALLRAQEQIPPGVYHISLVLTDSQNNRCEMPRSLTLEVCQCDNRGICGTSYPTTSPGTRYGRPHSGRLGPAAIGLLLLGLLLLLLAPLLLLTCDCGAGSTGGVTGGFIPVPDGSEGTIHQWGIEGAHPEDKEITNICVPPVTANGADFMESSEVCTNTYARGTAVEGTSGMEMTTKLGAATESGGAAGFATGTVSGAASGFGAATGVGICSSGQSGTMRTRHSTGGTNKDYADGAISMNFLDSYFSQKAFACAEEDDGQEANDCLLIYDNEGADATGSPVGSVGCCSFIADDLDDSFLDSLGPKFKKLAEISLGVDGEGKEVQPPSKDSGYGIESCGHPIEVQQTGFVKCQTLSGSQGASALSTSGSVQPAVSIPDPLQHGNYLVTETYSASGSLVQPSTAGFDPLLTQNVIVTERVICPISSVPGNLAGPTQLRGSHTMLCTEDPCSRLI
Active calls of the source: *; i = inactive; ? = inconclusive; . = no result given.

CDK5 inh,SUMO Mot1 rescue,PKA-R1A act,dFosB activator,SR-BI HDL uptake,NSD2 HMT inh,SR-BI uptake up,MITF TRPM1 HTS,Arr AP2 block,PKA-R2B activ,Pemphigus Ab inh,SMILES
-2.1,6,11,-3,46,2,-46,.,-11,-7,96,Cc1ccc(CNC(=O)Nc2ccc(OC(F)(F)F)cc2)n1C
-0.1,1,-10,-8,7,0,-7,2,34,-6,117,CCN(C(=O)CN1CCN(S(=O)(=O)c2ccccc2C(F)(F)F)CC1)c1c(N)n(Cc2ccccc2)c(=O)[nH]c1=O
0.6,.,10,-8,1,-3,-1,-11,0,7,100,COc1ccc(Cc2nc3ccc(C(=O)NCCc4ccncc4)cc3o2)cc1OC
1.6,-11,-13,4,-17,3,17,-4,-2,-11,100,CCC1(c2ccccc2)NC(=S)N(c2cccc(C)c2C)N1 (centres undefined)
0.4,14,-3,-6,6,1,-6,2,3,-2,.,O=C(NCC1CCCO1)c1ccc(NC(=O)C2CC=CCC2C(=O)O)cc1 (centres undefined)
0.6,8,-1,-9,-18,6,18,-2,-4,-7,108,COc1ccc(NS(=O)(=O)c2ccc(N3CCCCC3)c(N)c2)cc1
-0.1,-2,-14,2,-19,-7,19,-1,36,0,97,O=C(O)CCCC(=O)Nc1ccccc1SCCS(=O)(=O)c1ccc(Cl)cc1
3.1,.,-13,-3,-8,3,8,-3,13,6,101,Cc1cc(Cl)ccc1OCC(=O)NCCOc1nc(N2CCCCC2)nc(N2CCOCC2)n1
-0.3,8,5,0,-34,-3,34,0,0,-9,.,COc1cc(C(=O)NCc2nnc(SCC(=O)Nc3cc(C)on3)o2)cc(OC)c1OC
1.2,41,-9,-6,57,-4,-57,-13,-20,-1,.,CC(C)(CNC(=O)c1ccc(S(=O)(=O)Nc2cccc(C(F)(F)F)c2)cc1)N1CCOCC1
0.0,10,-1,-4,-14,0,14,-6,-9,2,110,O=S(=O)(c1ccc(N2CCOCC2)nc1)N(Cc1ccccn1)Cc1ccccn1
-0.9,-6,0,-5,1,-2,-1,.,12,-3,104,Cc1cc(-c2onc(C)c2C(=O)Nc2ccc(C(F)(F)F)cc2)no1
0.8,-13,0,-4,-15,.,15,-21,22,-4,101,O=C(CSc1ncn[nH]1)CSc1ncn[nH]1
-1.1,1,.,?,46,-7,-46,8,-13,.,96,COc1ccc(-c2cc(-c3nnc(COC(=O)c4ccc(O)cc4)o3)c3ccccc3n2)cc1OC
0.4,-9,6,1,7,2,-7,1,6,0,88,Cc1cnc(C(=O)Nc2ccccc2C(=O)N2CCOCC2)cn1
-3.6,.,-2,-4,2,0,-2,3,8,-3,102,CCc1noc(C)c1C(=O)N(CC(C)C)c1c(N)n(Cc2ccccc2)c(=O)[nH]c1=O
-0.1,218,-8,-27,-44,13,44,-50,-5,0,99,NC(=O)c1ccc(-c2ncc(-c3ccccc3)o2)cc1
-2.7,2,2,-3,-4,3,4,-4,-10,2,112,Cc1ccc(NS(=O)(=O)c2ccc(C(=O)NCC(c3ccco3)N(C)C)cc2)cc1 (centres undefined)
0.2,-8,2,-5,-19,10,19,2,-1,-14,99,O=c1[nH]c(C2CCCN(S(=O)(=O)c3ccccc3)C2)nc2c1nnn2Cc1ccc(OC(F)(F)F)cc1 (centres undefined)
-6.7,-18,13,5,-16,-1,16,2,5,-5,103,O=C(Cc1ccc(Br)cc1)NC1CCSC1=O (centres undefined)
12,0,-7,2,-4,.,4,84*,23,-11,101,Cc1ccc(SCc2cn3c(C)csc3n2)cc1
-2.7,.,-1,-12,4,3,-4,2,-3,-7,91,Cc1ccc(C(=O)N[C@H](C(=O)OCC(=O)Nc2cccc(S(N)(=O)=O)c2)C(C)C)cc1
0.3,-3,2,6,-50,-2,50,-1,1,2,78,CC(Oc1ccccc1F)C(=O)NNC(=O)c1cc2ccccc2o1 (centres undefined)
0.2,1,0,-9,2,1,-2,60,10,-6,96,CCN(CC)C(=O)C(=O)Nc1ccc(F)c(Cl)c1
-1.0,1,1,-3,-13,-3,13,12,-5,8,86,Cc1nnc(SCC(=O)NCc2ccc(F)cc2)[nH]c1=O

(cont.)
CDK5 inh,SUMO Mot1 rescue,PKA-R1A act,dFosB activator,SR-BI HDL uptake,NSD2 HMT inh,SR-BI uptake up,MITF TRPM1 HTS,Arr AP2 block,PKA-R2B activ,Pemphigus Ab inh,SMILES
1.5,-11,5,-4,8,7,-8,-97,-3,1,85,COc1cc2c(cc1OC)C(c1cc(Br)ccc1F)N(C(=O)CCl)CC2 (centres undefined)
1.0,-12,-11,-1,11,-1,-11,9,13,-16,81,COC(=O)C1=C(CSc2nc3ccccc3s2)NC(=O)NC1c1ccc(F)cc1 (centres undefined)
0.0,12,-4,2,-7,0,7,.,-1,-6,107,CCN/C=C(\C#N)S(=O)(=O)c1ccc(Br)cc1
1.2,4,-4,3,-9,5,9,10,8,-2,101,NC(=O)c1c(NC(=O)C2CCCO2)sc2c1CCC2 (centres undefined)
0.0,647,-6,1,-27,-4,27,-3,-31,-1,107,CN(O)C(=O)Nc1ccc([N+](=O)[O-])cc1
-7.2,12,2,2,-6,-1,6,-11,-10,-6,.,CSc1nc(C)c(Cc2c(F)cccc2Cl)c(=O)[nH]1
0.5,-2,-4,0,-3,-1,3,2,42,0,103,COc1ccccc1Nc1nnc(SCC(=O)N2CC(=O)Nc3ccccc32)s1
0.0,-5,-6,-4,-21,-1,21,.,-5,-2,101,O=C(O)CC(Cc1ccccc1)c1ccc2c(c1)OCO2 (centres undefined)
0.4,-10,-15,-5,-4,.,4,14,22,2,115,COc1ccc(NC(=O)CSc2nc3ccsc3c(=O)n2Cc2ccccn2)c(OC)c1
-1.1,161,-9,-5,10,0,-10,-9,7,-12,93,Cc1cccc(-c2c3c(=O)n(C)c(=O)n(C)c3cn2C2CCCCC2)c1
-4.1,8,-12,-3,7,14,-7,1,5,-2,105,NNC(=S)NCCc1ccccc1
-1.1,-14,-8,3,3,1,-3,34,-18,-9,99,O=S(=O)(c1cccs1)N1CN(Cc2ccccc2)c2nc3ccccc3nc21
-1.0,-3,-1,-7,-5,-4,5,49,20,1,.,O=C1CCCN1CCC(=O)N1CCCC(CO)(Cc2ccccc2)C1 (centres undefined)
1.7,.,-3,-3,-10,-3,10,-7,4,-12,89,CC(C(=O)NCCCN1CCOCC1)n1cccc1C(=O)c1ccccc1 (centres undefined)
2.8,-9,-1,1,-2,.,2,1,6,-15,107,CCN(CC)c1ncnc2c1cnn2C
-1.8,7,3,3,2,-1,-2,.,7,15,116,O=C(Nc1nccs1)c1ccc(COc2ccccc2)o1
0.8,1,-7,48*,-43,.,43,6,-3,-6,100,Nc1nc(SCC(=O)Nc2cc(C(F)(F)F)ccc2Cl)[nH]c(=O)c1NC(=O)c1ccco1
1.1,-2,-9,-2,57,.,-57,-14,-1,-13,106,CCOc1cc(C(=O)N2CCC(CC3CC(c4ccccc4)=NO3)(C(=O)NCc3ccc(OC)cc3)CC2)cc(OCC)c1OCC (centres undefined)
1.7,22,-12,0,5,2,-5,2,33,-5,101,CC(=O)c1cc(-c2ccccc2)[nH]c1N1CCOCC1
0.2,-1,-5,-6,9,2,-9,-24,15,0,92,Oc1ccc2ccccc2c1CN1CCCC1
4.9,62,-4,0,4,-1,-4,57,13,7,102,COc1ccc(C(=O)Nc2cccnc2)cc1
-0.4,-1,-4,-2,.,0,.,8,-5,-12,105,CCCOc1ccc(/C(O)=C2/C(=O)C(=O)N(CCCOC)C2c2cccnc2)cc1 (centres undefined)
-2.0,6,-1,5,-7,17,7,5,-5,-4,96,COCCN(C(=O)c1ccc(C#N)cc1)c1c(N)n(Cc2ccccc2)c(=O)[nH]c1=O
-1.3,-15,-4,-6,-29,1,29,0,10,-4,124,CC(Oc1ccc2c3c(c(=O)oc2c1)CCCC3)C(=O)NCc1cccnc1 (centres undefined)
-1.2,-9,3,0,-5,.,5,6,-7,2,113,CN(Cc1ccccc1)C(=O)CCNS(=O)(=O)c1ccc2c(c1)oc(=O)n2C

Next section; it opens with the 2 that closed the last part.
CDK5 inh,SUMO Mot1 rescue,PKA-R1A act,dFosB activator,SR-BI HDL uptake,NSD2 HMT inh,SR-BI uptake up,MITF TRPM1 HTS,Arr AP2 block,PKA-R2B activ,Pemphigus Ab inh,SMILES
-1.3,-15,-4,-6,-29,1,29,0,10,-4,124,CC(Oc1ccc2c3c(c(=O)oc2c1)CCCC3)C(=O)NCc1cccnc1 (centres undefined)
-1.2,-9,3,0,-5,.,5,6,-7,2,113,CN(Cc1ccccc1)C(=O)CCNS(=O)(=O)c1ccc2c(c1)oc(=O)n2C
1.8,-3,4,-3,36,.,-36,0,3,-2,84,COc1cc(-c2cc(=O)c3c(O)c(OC)c(OC)c(OC)c3o2)cc(OC)c1OC
-2.4,-11,-3,1,8,14,-8,5,5,-11,102,CCN(CC)CCNC(=O)Cn1nc(Cc2ccccc2)c2ccccc2c1=O
0.6,.,-11,6,-8,-3,8,-6,24,-1,106,COCC(=O)N1CCC(Oc2ccc(C(=O)N3CCN(C)C[C@@H]3C(C)C)cc2)CC1
0.3,3,-9,-6,8,1,-8,22,4,5,104,Cc1csc(NC(=O)CCn2c(=O)sc3ccccc32)n1
-1.3,-3,-1,-2,-8,-1,8,2,30,-6,103,C=CCn1c(-c2cccn(Cc3ccc(Cl)cc3)c2=O)n[nH]c1=S
-1.4,-5,0,-1,-31,-2,31,-1,1,-2,108,C=CCC(NCc1ccco1)c1ccc(OC)cc1 (centres undefined)
1.2,9,-7,7,-15,-3,15,6,-2,-17,115,CCCCNc1nnc(CCn2nc(C)c(Br)c2C)s1
-0.8,-9,6,-8,7,-9,-7,8,24,4,.,Cn1c(N)c(C(=O)COC(=O)Cc2ccc(Cl)c(Cl)c2)c(=O)n(C)c1=O
-0.4,i,-13,-12,16,.,-16,-30,33,6,96,CCc1ccc(-c2nc(CSCC(=O)N3CCN(c4ncccn4)CC3)c(C)o2)cc1
0.3,-9,0,-10,8,.,-8,.,-2,-6,105,Cc1c(NC2=NC3(CCCCC3)Cc3ccccc32)c(=O)n(C)n1-c1ccccc1
-0.1,-3,-1,0,-11,.,11,.,-10,4,90,O=C(CCS(=O)(=O)c1cccc2nonc12)N1CCCc2ccccc21
